Tb PGK inh = blocks T. brucei phosphoglycerate kinase; P07378; PGK/GAPDH coupled, Kinase-Glo luminescence, 60 min; Potency, µM (highest dose often 57.5 µM), for the others: at the highest dose activity change, negative = inhibition, most hits filed as inhibitors; 380,000 compounds, 0.043% hits; AID 602233; further: on the % scale 0 is the no-effect control and ±100 the full control effect; nearly all actives have a fitted effect of over 60% in size
Target sequence (P07378 whole entry, looked up): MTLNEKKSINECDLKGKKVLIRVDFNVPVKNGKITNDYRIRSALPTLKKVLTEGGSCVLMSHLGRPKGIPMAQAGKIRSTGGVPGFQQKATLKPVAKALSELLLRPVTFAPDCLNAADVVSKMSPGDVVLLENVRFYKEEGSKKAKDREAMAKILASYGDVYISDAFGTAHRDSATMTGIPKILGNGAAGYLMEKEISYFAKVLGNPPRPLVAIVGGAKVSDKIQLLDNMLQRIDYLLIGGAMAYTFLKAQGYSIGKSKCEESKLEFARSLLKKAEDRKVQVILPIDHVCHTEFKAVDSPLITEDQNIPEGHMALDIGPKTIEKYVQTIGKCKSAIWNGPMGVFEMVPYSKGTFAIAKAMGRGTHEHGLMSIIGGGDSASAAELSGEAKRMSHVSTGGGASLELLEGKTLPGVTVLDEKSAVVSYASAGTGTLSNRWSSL
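Recombinant glycosomal PGK reaction used 1,3-bisphosphoglycerate generated in-well by GAPDH (100nM final) in 100mM TEA pH 7.6, 5mM MgCl2, 0.01% Tween-20. After 60 minutes at room temperature, ATP was read by Kinase-Glo Plus luminescence end-point.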
Pin1 inhibitor = inhibitors of human Pin1; Pin1 FP peptide displacement, HiFluor488, 10 min; Q13526; Potency, µM (doses to about 115 µM), for the others: at the highest dose activity, negative = inhibition, usual class: inhibitors; 390,000 compounds, 0.009% hits; active means well fitted inhibition curve with a large enough effect in the polarisation, with a control signal flat, not every such curve was filed as active; inconclusive means small, poorly fitted or top-dose-only effect, or effect the other way, or a change in a side signal; inactive means no such curve, though single readings can be large or run the other way; the % refers to the polarisation; further: on the % scale 0 is the no-effect control and ±100 the full control effect
Target sequence (Q13526 whole entry, looked up): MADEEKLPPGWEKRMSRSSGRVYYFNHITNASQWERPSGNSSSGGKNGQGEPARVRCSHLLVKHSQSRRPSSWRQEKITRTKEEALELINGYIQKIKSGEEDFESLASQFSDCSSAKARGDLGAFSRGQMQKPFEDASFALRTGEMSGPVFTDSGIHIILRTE
ERG-DNA inh = ERG Ets/DNA interaction inhibition | 370,000 compounds, 0.028% hits | Potency, µM (series often up to 76.9 µM), for inactives: top-dose FP activity, negative = inhibition, most hits filed as inhibitors | fluorescence polarization, His-ERG Ets domain / labelled DNA | P11308; active means well fitted inhibition curve with a large enough effect in the polarisation, with a control signal flat; inconclusive means small, poorly fitted or top-dose-only effect, or effect the other way, or a change in a side signal; inactive means no such curve, though single readings can be large or run the other way; the % refers to the polarisation;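 further: polarization taken with two DNA probes labelled with fluorescein and Texas red; % of control where 0% means no effect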
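His-tagged ERG Ets domain (1 uM in the protein solution; 300mM KCl, 50mM Tris-HCl, 1mM EDTA, 1mM DTT, pH 7.5) received compound, then a probe mix of 5 nM fluorescein-DNA and 100nM Texas-615-DNA. Fluorescence polarization was read for both dyes.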
HP1b chromo inh = HP1-beta chromodomain-methylated histone interaction inhibition; P83916; AlphaScreen HP1-beta / biotin-H3K9me3 peptide binding; Potency, µM (titrated, usually from 114 µM), inactives show at the top dose activity change, negative = inhibition, usual class: inhibitors; 390,000 compounds, 0.56% hits; further: nearly all actives have a fitted effect of over 70% in size; inactives centre near 23
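Compound inhibition of the preformed complex between 50 nM HP1-beta and 50 nM biotinylated H3K9me3 peptide was read by AlphaScreen. Buffer was PBS pH 7.4 with 0.01% Tween-20. Incubations ran 30 min at room temperature, with 10 ug/mL donor/acceptor beads.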
12-LOX inh = inhibitors of human 12S-lipoxygenase ALOX12. 580,000 compounds, 1.1% hits. Potency, µM (titrated, usually from 108 µM), for inactives: at the highest dose activity change, negative = inhibition, usual class: inhibitors. purified 12hLO, xylenol orange hydroperoxide absorbance. P18054; further: on the % scale 0 is the no-effect control and ±100 the full control effect
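Purified human 12hLO at 150 nM in 25 mM Hepes, 0.01% Triton X-100, pH 7.0, preincubated 15 min at room temperature with compound. Reaction started with 40 uM arachidonic acid, 30 min at room temperature. Hydroperoxide measured by Fe-xylenol orange, 573/405 nm absorbance ratio.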
JMJD2A Tudor inh = JMJD2A Tudor domain (human) inhibition. AlphaScreen JMJD2A-Tudor / H3K4me3 peptide binding. Potency, µM (doses to about 114 µM), inactives show at the top dose activity change, negative = inhibition, usual class: inhibitors. 390,000 compounds, 4.4% hits. AID 504339; further: on the % scale 0 is the no-effect control and ±100 the full control effect; nearly all actives have a fitted effect of over 50% in size
RGS4 inh = human RGS4 inhibition. Transcreener GDP fluorescence polarization, RGS4-accelerated GTP hydrolysis. P49798. AID 504845. Potency, µM (top dose mostly 114 µM), for the others: at the highest dose activity change, negative = inhibition, most hits filed as inhibitors. 390,000 compounds, 0.039% hits; further: on the % scale 0 is the no-effect control and ±100 the full control effect; nearly all actives have a fitted effect of over 75% in size; some results filed as inactive show a strong effect at the top dose
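MLSMR compounds (23 nl, pin-transferred) preincubated 10 min at room temperature with a 500nM (2x) first reagent, then RGS4 at 900nM (2x) plus Transcreener GDP mix added; fluorescence polarization (620/688 nm) read before and after 90 min at 30 °C.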
TrxR1 inh = inhibitors of rat thioredoxin reductase 1; recombinant rTrxR1, NADPH fluorescence consumption, selenite substrate; Potency, µM (series often up to 114 µM), for inactives: at the top dose activity change, negative = inhibition, actives largely listed as inhibitors; 390,000 compounds, 1% hits; further: on the % scale 0 is the no-effect control and ±100 the full control effect; nearly all actives have a fitted effect of over 65% in size
Target sequence (O89049 whole entry, looked up): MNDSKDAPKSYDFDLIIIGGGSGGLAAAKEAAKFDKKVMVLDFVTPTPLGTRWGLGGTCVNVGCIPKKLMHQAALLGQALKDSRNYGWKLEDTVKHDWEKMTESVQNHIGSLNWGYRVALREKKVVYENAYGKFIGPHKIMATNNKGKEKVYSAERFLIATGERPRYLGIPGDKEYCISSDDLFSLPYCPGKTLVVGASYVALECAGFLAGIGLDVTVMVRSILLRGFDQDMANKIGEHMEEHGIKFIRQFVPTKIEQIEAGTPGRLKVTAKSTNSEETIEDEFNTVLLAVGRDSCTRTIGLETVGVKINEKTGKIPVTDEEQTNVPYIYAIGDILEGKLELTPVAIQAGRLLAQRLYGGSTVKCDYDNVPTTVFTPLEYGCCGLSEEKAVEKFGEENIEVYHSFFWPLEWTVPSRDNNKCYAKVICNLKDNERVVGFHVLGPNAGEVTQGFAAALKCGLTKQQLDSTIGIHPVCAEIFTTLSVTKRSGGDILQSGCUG
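Rat TrxR1 (90 nM in the dispensed reagent) was pre-reduced with 400 uM NADPH for 5 min at room temperature, then incubated with compound for 15 min. After 400 uM selenite was added, NADPH fluorescence (Ex 340/Em 450 nm) was followed for 8 min.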
GLS inhibitor = glutaminase GLS (human) inhibition; Potency, µM (titrated, usually from 45.5 µM), for the others: top-dose activity change, negative = inhibition, usual class: inhibitors; O94925; GLS enzymatic activity, qHTS titration; 410,000 compounds, 0.21% hits; further: on the % scale 0 is the no-effect control and ±100 the full control effect
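Enzyme dispensed in phosphate buffer (45 mM, pH 8.2, 0.02% Tween-20), compounds pinned in, then 1 mM L-glutamine solution and the glutamate oxidase–HRP–Amplex Red mix added; fluorescence read immediately and again after 30 min at room temperature.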
Numbers without * were called inactive; i = inactive; ? = inconclusive; · = no result given; [ ] = another dose, or the depositor's remark. Unless noted, the call rests on the fitted dose curve; in most records, active means well fitted curve in the direction sought with a large enough effect; inconclusive means small, poorly fitted or top-dose-only effect, or another doubt; inactive means no such curve, though single readings can be large; an effect the other way counts as inactive or inconclusive. Potency means the concentration at half of the fitted maximal effect.

Values in the order: Tb PGK inh | Pin1 inhibitor | ERG-DNA inh | HP1b chromo inh | 12-LOX inh | JMJD2A Tudor inh | RGS4 inh | TrxR1 inh | GLS inhibitor
> CCCC(=O)Nc1c(C(=O)N2CCN(c3ccccc3)CC2)oc2ccccc12
    -0.4% | 3.7% | -7.5% | 26.3% | -17.2% | -12.3% | 9.4% | 6.6% | 11.6%
> CCOC(=O)c1ccccc1NC(=O)n1ncc2cc(Cl)ccc21
    -11.5% | -15.6% | -1.3% | 16.1% | 3.7% | -17.9% | -13.2% | 24.9% | -5.2%
> Cc1ccc2sc(C)cc(=O)c2c1
    -2.7% | -1.8% | · | 14.9% | -10.9% | -14.6% | 2.9% | -16.1% | 6.4%
> CS(=O)(=O)N1CCC(C(=O)Nc2ccccc2Sc2ccccc2)CC1
    i | 3.3% | -2.4% | 21.1% | 16.8% | -14.4% | -0.5% | 1.2%[57.1 µM] | 0.9%
> CCOC(=O)CS(=O)(=O)c1ccccc1
    7.4% | 1.6% | -1.0% | 13.7% | 0.0% | 6.3% | 21.0% | -15.5% | -2.0%
> COc1ccc(NC(=O)CSc2ccc3c4c(cccc24)C(=O)c2ccccc2-3)cc1
    -7.4% | ? | 5.0% | 11.8% | -23.4% | -11.2% | 27.2% | 7.5% | 2.0%
> O=C(c1ccco1)N1CCN(C(=O)c2cn(-c3ccccc3)nc2-c2ccc(F)cc2)CC1
    -8.3% | -1.6% | -4.2% | 14.7% | -7.9% | -21.2% | -15.1% | -12.9% | 0.0%
> CCOC(=O)c1csc(NC(=O)c2ccc(C#N)cc2)n1
    -5.1% | -11.8% | 3.2% | 32.3% | ? | -3.5% | 9.9% | 25.6% | 2.1%
> CCOC(=O)c1cc(C)n(-c2ccc(Cl)cc2)c1C
    -5.4% | 6.6% | 0.7% | 41.5%[activator] | 145.0%[activator] | 26.3% | -19.1% | 18.4% | 0.1%
> Cc1ccc(-c2nc(-c3cccnc3)sc2CC(=O)O)cc1
    -5.5% | 2.8% | -1.9% | 24.5% | -22.0% | -5.1% | 18.9% | 5.2% | -1.5%
> N/C(=N\OC(=O)CCCc1ccccc1)c1ccc([N+](=O)[O-])cc1
    -9.0% | 5.5% | -2.6% | 0.0% | -1.0% | -26.8% | -3.3% | 10.5% | 0.1%
> O=C(NNC1=NCCC1)c1ccc(Br)cc1
    -5.2% | -15.8% | 11.3% | 40.7%[activator] | 0.0% | -6.1% | -36.9% | 1.2%[57.1 µM] | 31.7%[activator]
> CN(C)CCNC(=O)C(=O)NCC(c1cccnc1)N1CCN(c2ccccc2)CC1 (stereo unspecified)
    -9.3% | 12.0% | 6.1% | 6.7% | 6.6% | -27.3% | -15.3% | 0.3% | 18.0%
> Cc1ccc(C)c(NC(=O)C2CC(O)CN2C(=O)OC(C)(C)C)c1 (stereo unspecified)
    -5.8% | -9.5% | -9.4% | 38.9% | -0.3% | 0.0% | -9.3% | -7.2% | -11.2%
> CCn1cc([N+](=O)[O-])c(C(=O)Nc2ccc3c(c2)OCCO3)n1
    -8.1% | -2.7% | · | 21.4% | 5.0% | -17.4% | 6.7% | 9.1% | -0.1%
> COc1cccc(S(=O)(=O)NCc2ccc3c(c2)OCO3)c1
    -6.7% | -7.5% | 4.3% | 30.0% | 13.3% | 0.6% | -19.8% | 21.2% | -1.5%
> O=C(NCC(c1ccco1)N1CCCCC1)c1ccc([N+](=O)[O-])s1 (stereo unspecified)
    -1.7% | -0.2% | 10.8% | -14.5% | -5.6% | -34.2% | -7.4% | -28.3% | 0.2%
> CC(=O)N1CCN(C(C)=O)C1c1ccccc1
    4.2% | 2.6% | 4.6% | 35.9% | 0.0% | -3.6% | -31.5% | -10.4% | -3.3%
> CCCCCc1nnc(NC(=O)c2ccc(=O)n(C)n2)s1
    6.8% | 6.9% | -2.9% | 31.6% | -8.0% | 1.0% | 6.5% | 16.3%[57.1 µM] | 12.3%
> CCCN(CCC)S(=O)(=O)c1cc2c3c(c1)CCN3C(=O)CC2
    0.3% | -0.4% | 4.8% | 24.9% | ? | -7.2% | -1.4% | 8.7% | 6.5%
> CCc1nnc(NC(=O)CSc2nnc(-c3ccoc3C)n2-c2cccc(C)c2)s1
    -2.1% | 7.0% | 1.6% | 10.8% | -16.8% | -20.9% | 7.6% | -2.7% | 4.8%
> CCOC(=O)c1ccc2c(c1)N(C(CC)C(=O)Nc1ccccc1OC)C(=O)c1ccccc1S2 (stereo unspecified)
    -9.7% | -1.0% | -1.7% | 12.5%[57 µM] | -8.0% | -20.8% | -4.2% | 36.7%[activator][57.1 µM] | -10.4%
> O=C(Nc1ccc(Br)cn1)c1ccc(Br)s1
    0.0% | -5.7% | 14.6% | -11.4% | 15.4% | -1.4% | -9.8% | -5.0%[57.1 µM] | 8.1%
> CC(NC(=O)CNC(=O)c1cccs1)c1cccc(C(F)(F)F)c1 (stereo unspecified)
    -2.7% | -9.4% | 5.9% | 37.3% | 2.5% | -13.8% | 4.7% | 8.4% | -3.9%
> COc1ccc(Cl)cc1-c1nc(SCC(N)=O)n[nH]1
    3.1% | 2.0% | -2.1% | 34.3% | 11.4% | -4.9% | 5.4% | 16.6% | -1.2%
> Clc1cccc(-n2ncc3c(NCCCN4CCOCC4)ncnc32)c1
    -6.3% | 1.1% | -1.1% | -6.8% | ? | -19.9% | 20.8% | 15.8%[57.1 µM] | -10.4%
> COc1ccc(-c2nc3ccccc3c(=O)n2CCCN2CCOCC2)cc1
    -4.5% | -5.6% | · | 20.2% | -18.3%[57.4 µM] | -9.9% | -10.4% | 6.2% | -1.6%
> OC(COc1ccc2cc(Br)ccc2c1)CN1CCN(c2ccccn2)CC1 (stereo unspecified)
    3.1% | -6.6% | -1.7% | 19.5% | 41.8%[activator][57.4 µM] | 1.6% | -4.2% | 43.7%[activator] | 7.7%
> Cc1ccc(-n2ncc3c(=O)[nH]c(SCC(=O)N4CCCC4)nc32)cc1C
    2.6% | 4.5% | 4.8% | 26.8% | -17.8% | -15.2% | 7.5% | 15.6% | -4.0%
> COc1cccc(-c2nc(CS(=O)(=O)CC(=O)Nc3cc(C)ccc3C)c(C)o2)c1
    i | -5.4% | 3.8% | 30.1% | 14.5% | -6.3% | -6.5% | 40.9% | -12.9%
> Cc1cc(SCc2cccc([N+](=O)[O-])c2)nc(=O)[nH]1
    -0.1% | 7.5% | -2.5% | 10.4% | 4.9% | -30.1% | 8.9% | 4.7% | 0.1%
> COc1ccc(C(C(=O)NCC2CCCO2)N(C(=O)CNC(=O)c2cccs2)c2ccc(C)cc2)cc1OC (stereo unspecified)
    i | -8.1% | 6.5% | -1.0% | 2.5% | -16.9% | -6.4% | 12.7% | -0.5%
> O=C(Nc1ccc(OCc2ccccc2)cc1)c1ccccc1
    -12.4% | 5.3% | 4.7% | 31.1% | 0.9% | -2.7% | 8.3% | 6.9%[57.1 µM] | 3.6%
> Cc1ccc(CNC(=O)CCC2CCCN(Cc3cccc4cccnc34)C2)o1 (stereo unspecified)
    i | -6.4% | 0.6% | 2.5% | 0.0% | -32.4% | -48.2% | 22.8%[57.1 µM] | 3.8%
> COc1ccc(NC(=O)COC(=O)c2ccc3c(c2)OCCO3)cc1OC
    5.8% | 4.8% | -0.2% | 26.9% | 22.2% | -10.7% | -17.1% | 24.0% | -2.9%
> O=C(NCCc1ccccn1)C(F)(F)C(F)(F)C(F)(F)C(F)(F)C(F)(F)C(F)F
    0.5% | -0.9% | -1.1% | 10.2% | 6.5% | 50.1µM* | -19.4% | -4.4%[57.1 µM] | 2.4%
> Cc1n[nH]c(C)c1CCC(=O)N/N=C/C=C/c1ccccc1
    -7.2% | -1.0% | -14.8% | 16.6% | -2.7% | -10.7% | 15.2% | 5.0% | 9.5%
> CNC(=O)NC(=S)NC(=O)c1ccccc1Cl
    i | -3.1% | 7.0% | 12.6% | -0.7% | -6.5% | -5.8% | 7.4%[57.1 µM] | 13.4%
> CC(C)[C@H](NS(=O)(=O)c1ccccc1)C(=O)OCC(=O)NC1CCCCC1
    -4.6% | -0.5% | 4.9% | 36.1% | 3.4% | -0.3% | -9.3% | 10.6% | -5.1%
> C=CCC1(C(=O)NCCO)CCN(C(=O)OC(C)(C)C)CC1
    -4.5% | 0.4% | -18.7% | 22.8% | -4.5% | -8.6% | 8.2% | 17.3%[57.1 µM] | -3.0%
> CN(C)S(=O)(=O)NCC1CCCN(Cc2cc3ccccc3s2)C1 (stereo unspecified)
    -0.9% | 1.3% | -2.9% | 26.6% | -4.4% | -20.7% | 20.2% | -7.7% | 14.5%
> CCOC(=O)c1nc2sc3c(c2c(=O)[nH]1)CCCC3
    3.8% | 4.2% | -3.8% | 41.7%[activator] | 0.0% | -10.2% | -11.2% | 25.5% | -0.9%

3 neighbouring entries already listed, quoted:
Values in the order: Tb PGK inh | Pin1 inhibitor | ERG-DNA inh | HP1b chromo inh | 12-LOX inh | JMJD2A Tudor inh | RGS4 inh | TrxR1 inh | GLS inhibitor
> Cc1cc(SCc2cccc([N+](=O)[O-])c2)nc(=O)[nH]1
    -0.1% | 7.5% | -2.5% | 10.4% | 4.9% | -30.1% | 8.9% | 4.7% | 0.1%
> COc1ccc(C(C(=O)NCC2CCCO2)N(C(=O)CNC(=O)c2cccs2)c2ccc(C)cc2)cc1OC (stereo unspecified)
    i | -8.1% | 6.5% | -1.0% | 2.5% | -16.9% | -6.4% | 12.7% | -0.5%
> O=C(Nc1ccc(OCc2ccccc2)cc1)c1ccccc1
    -12.4% | 5.3% | 4.7% | 31.1% | 0.9% | -2.7% | 8.3% | 6.9%[57.1 µM] | 3.6%

These rows are one share of the data; rates above refer to the full screens.
